High-throughput results: PubChem BioAssay, National Center for Advancing Translational Sciences (NCATS)
GFP derepression: derepresses silenced GFP locus in mouse C127i cells; mouse C127i GFP locus derepression, cytometry, 30 h; Potency, µM (doses to about 46.1 µM), for inactives: at the top dose GFP derepression (activation); hit rate 0.09% among 68,000; further: % of control where 0% means no effect
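Derepression screen: silenced CMV-GFP reporter in murine C127i cells, 30 h compound incubation at 37 C, washed cells imaged by laser-scanning cytometer to enumerate GFP-expressing objects of 20 to 120 um.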
A350 autofl: compounds fluorescent in Alexa 350 spectral region. Compound autofluorescence, 340/450 nm, Alexa 350 dye-equivalents; stronger effect = higher value. hit rate 11% among 59,000. AID 590. max dye-equivalent concentration, M; in the data active means max dye-equivalent concentration above about 10 nM; inconclusive means mostly about 1.1 nM to 9.6 nM
BRCT PPI red: disrupts BRCA1 BRCT binding to phosphoprotein, red fluorophore readout; AID 892; BRCT-phosphopeptide binding, red fluorescence polarization; Potency, µM (doses to about 76.9 µM), for inactives: at the highest dose activity change, negative = inhibition, hits mostly inhibitors; hit rate 0.03% among 75,000; further: on the % scale 0 is the no-effect control and ±100 the full control effect
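Fluorescence polarization: 100 nM His-tagged BRCA1 BRCT with 100 nM TAMRA-labelled phospho-BACH1 decapeptide, phosphate buffer pH 7.3 with 150 mM NaCl, DTT, 0.01% Tween 20; 12 min RT. Binding inhibition seen as FP decrease.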
USP2a inhib: inhibitors of human ubiquitin-specific protease USP2a; Potency, µM (series often up to 38.3 µM), for inactives: top-dose activity change, negative = inhibition, most hits filed as inhibitors; AID 927; hit rate 0.1% among 60,000; USP2a enzymatic assay, qHTS inhibition;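 further: potency means the concentration at half of the fitted maximal effect; nearly all actives have a fitted effect of over 60% in size; plate controls were DMSO for no effect and NEM full inhibition control for full effect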
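USP2 core (20nM final) preincubated 30 min RT with compound, then Ub-PLA2 20nM and NBD C6-HPC 20uM final added; buffer 20mM Tris-HCl pH 8.0, 2mM CaCl2. Fluorescence Ex 460/Em 535 read at 0 and 2.5 h; normalized to NEM.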
Ub-GFP proteasome: ubiquitin-GFP accumulation via proteasome inhibition; Ubiquitin-GFP reporter cells, proteasome inhibition, GFP fluorescence; response scale: untreated = 0%, 10 µM MG-132 = 100%; Potency, µM (doses to about 45.9 µM), for inactives: top-dose activation (GFP accumulation), most hits filed as activators; 67,000 tested, under 10 active; AID 526; active means well fitted activation curve with a large enough effect, not every such curve was filed as active; inconclusive means small, poorly fitted or top-dose-only effect, or another doubt; inactive means no such curve, though single readings can be large or run the other way; further: potency means the concentration at half of the fitted maximal effect
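Reporter cells (U2OS, ubiquitin-G76V-GFP fusion) are plated overnight, then treated 4 hr at 37 °C with compound titrations from 46 uM down to 2.9 nM. Activity is scaled against untreated cells and 10 uM MG-132.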
Fluorescein fluor: compound autofluorescence in fluorescein spectral region. max fluorescein-equivalent concentration, M. AID 593. hit rate 0.91% among 59,000. Compound autofluorescence, 480/540 nm, fluorescein-equivalent; stronger effect = higher value; in the data active means max fluorescein-equivalent concentration above about 10 nM; inconclusive means between about 1.1 nM and that limit
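Compounds (23 nL) in 100 mM Tris pH 8.0, 15 min at room temperature, then fluorescence read at 480 nm excitation/540 nm emission. Signal converted to fluorescein-equivalent concentration from an on-plate fluorescein standard curve.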
Casp1 inh: allosteric or competitive inhibitors of human caspase-1; AID 900; Potency, µM (top dose mostly 57.5 µM), for the others: at the highest dose activity change, negative = inhibition, hits mostly inhibitors; hit rate 0.03% among 75,000; P29466; Caspase-1 enzyme, Ac-WEHD-AFC fluorogenic rate;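 further: potency means the concentration at half of the fitted maximal effect; plate controls were vehicle for no effect and no substrate for full effect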
4MU fluor: compound fluoresces in the 4-MU spectral region. AID 589. max dye-equivalent concentration, M. compound autofluorescence, 340/450 nm, 4-MU equivalents; stronger effect = higher value. hit rate 11% among 59,000; in the data active means max dye-equivalent concentration above about 10 nM; inconclusive means mostly about 1.1 nM to 9.6 nM
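Compounds in 100 mM Tris, pH 8.0, incubated 15 min at room temperature, then fluorescence read at 340 nm excitation/450 nm emission. Signal converted to 4-MU dye-equivalent concentration using an on-plate six-point 4-MU standard curve.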
Caspase-7 inhib: caspase-7 (human) inhibition, allosteric or competitive; AID 889; recombinant caspase-7, Ac-DEVD-AFC fluorescence rate; P55210; hit rate 0.02% among 75,000; Potency, µM (top dose mostly 57.5 µM), without a hit: at the highest dose activity change, negative = inhibition, usual class: inhibitors; active means well fitted inhibition curve with a large enough effect in the main read-out, with a control signal flat, not every such curve was filed as active; inconclusive means small, poorly fitted or top-dose-only effect, or a change in a side signal; further: potency means the concentration at half of the fitted maximal effect; % of control where 0% means no effect
HEK293 cAMP cs: counter-screen for TSHR agonists: cAMP increase in parental HEK293; Potency, µM (top dose mostly 57.1 µM), for the others: at the top dose activation, hits mostly activators; parental HEK293 CNG cAMP sensor, membrane potential fluorescence; hit rate 2.5% among 73,000; further: potency means the concentration at half of the fitted maximal effect; % of control where 0% means no effect; nearly all actives have a fitted effect of over 55% in size
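Counterscreen for endogenous-receptor signalling: CNG-channel HEK 293 cells report cAMP rise by membrane depolarization. After 60 min dye equilibration with 100 uM RO 20-1724, compounds incubated 30 min before bottom-read fluorescence at 590 nm.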
BRCT inh green: blocks human BRCA1 BRCT binding to phosphopeptide, green readout; P38398; BRCA1 BRCT-phosphopeptide binding, green fluorescence polarization; hit rate 0.05% among 75,000; Potency, µM (series often up to 76.9 µM), without a hit: top-dose activity change, negative = inhibition, actives largely listed as inhibitors;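 further: potency means the concentration at half of the fitted maximal effect; plate controls were peptide without protein for full effect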
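Fluorescence polarization: His-tagged BRCT (~35 kDa BRCA1 C-terminus, 250 nM) bound to 100 nM fluorescein-labeled phosphorylated 10-aa BACH1 peptide, pH 7.3 phosphate buffer with DTT and Tween 20. Compounds incubated 12 min at room temperature; inhibition read as lowered polarization.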
* hit, by the source's call; i = inactive; ? = inconclusive; nt = no result given; [ ] = another dose, or the depositor's remark. Unless noted, the call rests on the fitted dose curve; in most records, active means well fitted curve in the direction sought with a large enough effect; inconclusive means small, poorly fitted or top-dose-only effect, or another doubt; inactive means no such curve, though single readings can be large; an effect the other way counts as inactive or inconclusive. A portion of the library; count on the stated rates, not on these rows.

SMILES	GFP derepression	A350 autofl	BRCT PPI red	USP2a inhib	Ub-GFP proteasome	Fluorescein fluor	Casp1 inh	4MU fluor	Caspase-7 inhib	HEK293 cAMP cs	BRCT inh green
C[C@@H]1/C=C\CC(=O)OC[C@H](C)C(=O)N2CCC[C@@H]2C(=O)OC1	nt	nt	1.4%[15.4 µM]	nt	nt	nt	-1%[11.5 µM]	nt	1%[11.5 µM]	3%[11.4 µM]	-0.2%[15.4 µM]
C/C(CCN1CCc2nc(-c3ccccc3)c(-c3ccccc3)cc2C1)=N\OC[C@@H](C)[C@H](OCc1ccccc1)C(C)C	nt	nt	-2.7%[15.4 µM]	nt	nt	nt	0%[11.5 µM]	nt	0%[11.5 µM]	13%[11.4 µM]	0.0%[15.4 µM]
CCOC(=O)N1CCN(C(=O)Cc2ccc(-n3c(=O)[nH]c4ccccc4c3=O)cc2)CC1	-3%	?	0.0%	1%	20%	i	-1%	?	1%	2%	-0.2%
CCOc1ccc2nc(SCC(=O)N3CCCCCC3)c(C#N)cc2c1	0%	2.2e-08M*	-1.7%	0%	2%	?	-16%	2.4e-08M*	-18%	16µM*	1.3%
Cc1ccc(C(C)C)c(OCc2nnc3n2CCCCC3)c1	3%	i	-0.9%	11%	-1%	i	3%	i	-1%	?	-1.1%
CCN(CC)C(=O)COc1ccc(-c2nnc(N3CCCCC3)c3ccccc23)cc1	0%	i	-0.3%	11%	0%	i	2%	i	0%	29%	0.9%
Cc1noc(C)c1COC(=O)CCCOc1ccc(Cl)cc1Cl	-2%	i	0.7%	-11%	-7%	i	0%	i	-7%	30%	-3.4%
O=C(c1ccco1)N1CCC2(CC1)CCN(c1ncccn1)CC2	0%[9.22 µM]	i	-2.3%	11%	1%	i	1%	i	-1%	14%	2.6%
Cc1ccc2cc3cc(C(=O)NCCN4CCOCC4)oc3nc2c1	3%	4.1e-08M*	-1.5%	5%	-5%	i	1%	4.4e-08M*	0%	5%	2.5%
COC(=O)c1ccccc1NC(=O)COC(C)=O	0%	i	-0.9%	22%	-2%	?	1%	i	-10%	1%	-2.3%
Cc1ccc2nc(NC(=O)C3CCN(S(=O)(=O)c4cccs4)CC3)sc2c1	-1%	i	0.6%	24%	-6%	i	-10%	i	-13%	5%	-0.2%
O=C(NC1CCN(Cc2ccccc2)CC1)C1CCN(c2nnc(-n3cccc3)s2)CC1	0%	nt	1.2%	nt	-6%	nt	1%	nt	-3%	?	-1.0%
COC(=O)c1c(C)nn(-c2ccccc2)c1N	1%	nt	0.1%	nt	-6%	nt	0%	nt	-2%	1%	-1.1%
Cc1cccc(OCC(=O)N2CCN(C(=O)CCC3CCCC3)CC2)c1	0%	nt	-0.4%	13%	-16%	nt	-1%	nt	-2%	25%	-3.5%
COC(=O)NC1CSCC1OC(=O)CCN1C(=O)c2ccccc2C1=O (stereo not drawn)	-1%	i	0.9%	-3%	-2%	i	1%	i	0%	1%	0.9%
O=C1CC(N2CCSCC2)C(=O)N1CCc1ccccc1 (stereo not drawn)	2%	i	-1.2%	-6%	0%	i	2%	i	3%	1%	0.2%
Cc1oc(-c2cccc(Cl)c2)nc1CN1CCCC(C(=O)NCCCN2CCOCC2)C1 (stereo not drawn)	3%	i	-3.6%	22%	0%	i	-1%	i	1%	16%	-0.2%
CCn1c(SCc2nc3cc(OC)c(OC)cc3c(=O)[nH]2)nnc1-c1ccncc1	4%	i	0.3%	nt	-7%	i	-3%	i	-1%	-4%	0.0%
CN1C(=O)N(C)C2C1N(CN1CCCCC1)C(=O)N2CN1CCCCC1 (stereo not drawn)	2%	?	0.6%	4%	nt	i	-2%	?	0%	25%	-1.1%
O=C(CN1CCCCC1)Nc1cccc(-n2cnnn2)c1	4%	i	-1.4%	7%	5%	i	1%	i	-3%	-1%	-1.3%
COc1cccc(-c2cncnc2NCCc2c[nH]c3ccc(OC)cc23)c1	6%[9.22 µM]	i	-1.4%	122%[activator]	7%	?	-5%	i	0%	?	-3.5%
O=C(CN1CCOCC1)Nc1ccc(Br)cn1	0%	?	0.5%	11%	-3%	i	-1%	i	1%	?	-1.1%
Cc1ccc(C(O)c2cccnc2)o1 (stereo not drawn)	0%	?	-4.8%	-4%	2%	?	-4%	?	-2%	-2%	-2.5%
COc1cc(OC)cc(-c2cc3nc4c(c(N5CCN(c6cnccn6)CC5)n3n2)CCCC4)c1	-2%	1e-07M*	0.9%	13%	-4%	i	-1%	1.1e-07M*	-3%	11%	2.5%
O=C(CCN1C(=O)c2cccnc2C1=O)NC1CCCCCC1	6%	?	-1.2%	-8%	-2%	i	3%	i	3%	-1%	-1.9%
CC(C)CC1(C)NC(=O)NC1=O (stereo not drawn)	-1%	i	0.3%	-6%	-2%	?	1%	i	-1%	-4%	-1.5%
CC1(C)Cc2cccc(OCC(O)CN3CCN(c4ccccn4)CC3)c2O1 (stereo not drawn)	5%	i	0.1%	3%	0%	i	0%	i	-1%	24%	-0.1%
CC1(C)Cc2ccccc2-c2nc(NCCO)n(-c3ccccc3)c(=O)c21	0%	nt	0.6%	14%[7.66 µM]	7%[9.17 µM]	nt	-1%	nt	1%	-9%[11.4 µM]	-2.5%
CN1CC(=O)N(CCOc2ccccc2)C1=O	0%	i	1.1%	-4%	1%	i	2%	i	0%	7%	-2.8%
COc1ccc(-c2nc(N)n[nH]2)cc1OC	-1%	i	1.1%	nt	2%	i	-2%	i	2%	2%	0.2%
O=C(CCN1CCCCCC1)Nc1ccc(F)cc1	-4%	i	-0.4%	2%	-4%	i	2%	i	0%	8%	-0.5%
COC(=O)c1ccc(Oc2cc(C)nc(SC)n2)cc1	2%	i	0.0%	0%	-3%	i	-2%	i	0%	?	-1.2%
Cc1ccc(NC(=O)Cn2nnc(C(=O)Nc3ccc(C)c(C)c3)c2N)cc1	-3%	i	0.3%	10%	-5%	i	-2%	i	-1%	-10%	-2.1%
COCCCNC(=O)c1ccc(C(=O)NCCCOC)cc1	0%	nt	1.4%	1%	-6%	nt	-2%	nt	0%	1%	-0.7%
COC(=O)[C@@]1(Cc2ccc(OC)cc2)[C@H]2c3cc(C(=O)N(C)C)n(Cc4cc(C)n(C)n4)c3C[C@H]2CN1C(=O)c1ccccc1	nt	nt	0.0%	nt	nt	nt	-2%	nt	1%	?	1.4%
O=C(NCCO)c1scc2c1OCCO2	7%	i	1.4%	-4%	-12%	i	0%	i	7%	?	-0.5%
Cc1ccc(-n2ncc3c(=O)n(CC(=O)NCc4ccco4)cnc32)cc1C	nt	nt	-0.4%	nt	16%	nt	-1%	nt	0%	17%	0.4%
COc1ccc(CCNC(=O)Cn2cnc3c(cnn3C(C)(C)C)c2=O)cc1OC	0%	i	-0.6%	3%	-6%	i	0%	i	-2%	2%	-0.6%
Cc1onc(-c2ccccc2Cl)c1C(=O)Nc1ccc(S(=O)(=O)N2CCCC2)cc1	-2%	nt	-1.9%	nt	3%	nt	0%	nt	-2%	-3%	-1.0%
COC(=O)N1[C@H](C)C=C[C@]1(Cc1ccccc1)C(=O)NCc1ccc(N(C)C)cc1	nt	nt	0.6%	nt	nt	nt	2%	nt	0%	20%	-2.3%
CCOc1ccc(C2CC(c3ccc(CC)cc3)Nc3nc(N)nn32)cc1 (stereo not drawn)	-2%	nt	0.7%	nt	22%	nt	-3%	nt	-3%	-1%	-2.1%
O=C(CN(C1CCCCC1)S(=O)(=O)c1ccc(Cl)cc1)NCc1ccncc1	0%	nt	-1.5%	31%[activator]	16%	nt	-3%	nt	-1%	16%	-3.4%
Cc1cc(NC(=O)c2cc(S(=O)(=O)N3CCCCC3)ccc2C)n(-c2ccccn2)n1	-2%	i	-0.3%	10%	3%	?	2%	i	4%	?	-2.2%
COc1ccc2c(CC(=O)OCC(=O)N3CCc4ccccc43)coc2c1	7%	i	-1.2%	15%	0%	i	0%	i	-4%	11%	-0.8%
CCCOc1ccc(C2C(C#N)=C(N)Oc3nc[nH]c(=O)c32)cc1OC (stereo not drawn)	2%	i	1.0%	-4%	-6%	i	-2%	i	-1%	3%	-3.2%
CN1CCn2c1nc(N1CCCCC1)nc2=O	0%	i	-0.9%	-4%	2%	i	1%	i	1%	0%	-0.5%
Cc1ccc(S(=O)(=O)NCCC(=O)N2CCN(Cc3ccccc3)CC2)cc1	0%	i	0.1%	12%	3%	i	1%	i	0%	15%	-1.0%
CCOC(=O)c1c(NC(=O)CSc2nnc(-c3ccccc3)n2CC)sc(C(C)=O)c1C	-4%	i	1.0%	?	1%	i	-5%	i	-6%	?	8.4%

Compound profiles, from the list above. Order of screens: GFP derepression | A350 autofl | BRCT PPI red | USP2a inhib | Ub-GFP proteasome | Fluorescein fluor | Casp1 inh | 4MU fluor | Caspase-7 inhib | HEK293 cAMP cs | BRCT inh green
`COc1ccc2c(CC(=O)OCC(=O)N3CCc4ccccc43)coc2c1` across the screens: 7% | i | -1.2% | 15% | 0% | i | 0% | i | -4% | 11% | -0.8%
`CCOC(=O)c1c(NC(=O)CSc2nnc(-c3ccccc3)n2CC)sc(C(C)=O)c1C` across the screens: -4% | i | 1.0% | ? | 1% | i | -5% | i | -6% | ? | 8.4%
